Screening results as filed in PubChem.
IMPase Li inh = IMPase inhibition in cells with lithium potentiation | Potency, µM (titrated, usually from 59.4 µM), for inactives: at the top dose activity, negative = IMPase inhibition, usual class: inhibitors | AID 1457 | CHO-M1 cells, IP1 TR-FRET (IP-One), carbachol + lithium | hit rate 0.35% among 210,000;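 also: IP1 builds up when IMPase is blocked and the TR-FRET signal falls; potency is read from the fitted curve at half-maximal effect; plate controls were basal vehicle for no effect and high inhibitor control for full effect; nearly all actives have a fitted effect of over 50% in size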
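CHO cells stably expressing M1 receptor (2000/well) were cultured 16–30 h, then exposed to compounds with a small lithium addition for 30 min at 37C. IP1 was measured by TR-FRET competition; AC50 from Hill fits.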
Lamin A splicing = LMNA splicing modulation; AID 1487; HeLa LMNA splicing GFP/RFP minigene ratio, 48 h; Potency, µM (series often up to 46.1 µM), inactives show at the highest dose ratio change, negative = inhibition, usual class: inhibitors; hit rate 0.01% among 200,000; active = well fitted inhibition curve with a large enough effect in the signal ratio, with a control signal flat, not every such curve was filed as active; inconclusive = small, poorly fitted or top-dose-only effect, or effect the other way, or a change in a side signal; the % refers to the signal ratio; also: potency is read from the fitted curve at half-maximal effect; % is scaled to controls: 0 for no effect and ±100 for the full control effect
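S3 HeLa stable clones carrying a lamin A-EGFP splicing minigene plus DsRed2 were seeded at 600 cells/well in Opti-MEM with 2% FBS, pin-dosed and incubated 48 h at 37°C. Acumen cytometry (488 nm) gave the GFP/RFP total-intensity ratio.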
Epigenetic reg = epigenetic control regulation, reporter derepression. murine LDR cells, GFP reporter derepression, 30 h. Potency, µM (series often up to 53.9 µM), inactives show at the highest dose GFP activation, hits mostly activators. hit rate 0.2% among 280,000; also: potency is read from the fitted curve at half-maximal effect; % of control where 0% means no effect; nearly all actives have a fitted effect of over 60% in size
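Derepression of a silenced CMV-GFP reporter in murine LDR cells is scored by enumerating GFP-positive cells with a laser-scanning microplate cytometer after 30 hours of treatment at 37 C.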
HTT aggregate = reduces HttQ103-GFP aggregates in PC12 cells; hit rate 1.1% among 220,000; Potency, µM (series often up to 46.1 µM), for inactives: at the top dose activity change, negative = inhibition, usual class: inhibitors; PC12 HttQ103-GFP aggregates, Acumen cytometry, 40 h; also: potency is read from the fitted curve at half-maximal effect; % is scaled to controls: 0 for no effect and ±100 for the full control effect; nearly all actives have a fitted effect of over 60% in size
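Huntingtin Q103 exon 1–GFP aggregates in induced PC12 cells (100 nM tebufenozide) were quantified by cytometry from lysates, with compounds dosed in titration.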
KinaseGlo FLuc = Kinase-Glo luciferase inhibition (counter-screen); AID 1379; Q27757; hit rate 0.28% among 200,000; Potency, µM (doses to about 38.3 µM), inactives show at the highest dose activity change, negative = inhibition, actives largely listed as inhibitors; Kinase-Glo luciferase, ATP luminescence, 8 min; also: potency is read from the fitted curve at half-maximal effect; % is scaled to controls: 0 for no effect and ±100 for the full control effect; nearly all actives have a fitted effect of over 60% in size
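Luminescence was the read-out, taken after 8-minute incubation at ambient temperature. Luciferase turned over luciferin with 10 uM ATP in imidazole pH 7.2 buffer containing KCl, MgCl2, Tween 20 and BSA.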
NPSR antagonist = blocks cAMP signaling of the human neuropeptide S receptor. hit rate 1% among 220,000. Potency, µM (highest dose often 38.3 µM), for inactives: top-dose activity change, negative = inhibition, most hits filed as inhibitors. Q6W5P4. CHO-NPSR cells, cAMP TR-FRET, antagonist mode. AID 1461; also: potency is read from the fitted curve at half-maximal effect; % is scaled to controls: 0 for no effect and ±100 for the full control effect; nearly all actives have a fitted effect of over 50% in size; many of its hits are not listed in these tables
Target sequence (Q6W5P4 whole entry, looked up): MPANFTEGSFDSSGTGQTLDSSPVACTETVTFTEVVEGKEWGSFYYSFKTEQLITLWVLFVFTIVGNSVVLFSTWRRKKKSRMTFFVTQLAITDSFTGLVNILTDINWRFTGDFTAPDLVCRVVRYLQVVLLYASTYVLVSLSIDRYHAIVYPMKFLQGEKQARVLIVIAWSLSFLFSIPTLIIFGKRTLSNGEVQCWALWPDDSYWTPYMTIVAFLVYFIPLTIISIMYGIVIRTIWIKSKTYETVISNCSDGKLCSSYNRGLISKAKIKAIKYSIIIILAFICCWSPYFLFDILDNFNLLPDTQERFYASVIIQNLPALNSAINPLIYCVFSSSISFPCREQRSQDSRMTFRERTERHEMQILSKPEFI
CBFb-RUNX1 inh = inhibitors of human CBF-beta and RUNX1 interaction. Q01196+Q13951. AlphaScreen CBFb-His/RUNX1-biotin binding, biochemical. Potency, µM (doses to about 59.8 µM), for the others: top-dose activity, negative = inhibition, hits mostly inhibitors. 230,000 tested, under 10 active; also: % of control where 0% means no effect
Target sequence (Q01196 whole entry, looked up): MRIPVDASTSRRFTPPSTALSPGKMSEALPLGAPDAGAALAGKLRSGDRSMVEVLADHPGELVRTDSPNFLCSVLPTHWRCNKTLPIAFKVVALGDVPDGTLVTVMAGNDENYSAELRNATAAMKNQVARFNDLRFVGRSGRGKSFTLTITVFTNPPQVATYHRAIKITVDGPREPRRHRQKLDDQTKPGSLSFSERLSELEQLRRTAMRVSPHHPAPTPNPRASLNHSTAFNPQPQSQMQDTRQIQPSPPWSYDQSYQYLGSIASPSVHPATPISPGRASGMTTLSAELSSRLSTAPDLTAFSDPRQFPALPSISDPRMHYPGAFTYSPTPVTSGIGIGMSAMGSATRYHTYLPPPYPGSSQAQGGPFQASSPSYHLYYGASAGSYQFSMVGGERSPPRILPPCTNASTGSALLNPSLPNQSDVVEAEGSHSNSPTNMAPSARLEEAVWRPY
Target sequence (Q13951 whole entry, looked up): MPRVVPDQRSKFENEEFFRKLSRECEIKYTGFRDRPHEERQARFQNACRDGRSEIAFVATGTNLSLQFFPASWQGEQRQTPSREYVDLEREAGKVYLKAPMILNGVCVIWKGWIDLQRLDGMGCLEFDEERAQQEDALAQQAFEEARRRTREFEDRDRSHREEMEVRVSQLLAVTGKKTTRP
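CBF-beta (His) and RUNX1 (biotin), 30 nM each; 20 min preassociation; + compound, 15 min; + beads 50 ng each (Ni, streptavidin), 90 min; RT; AlphaScreen read.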
The depositor's hits bear a star; ? = inconclusive; / = not tested or not shown; [ ] = remark or other dose. Unless noted, calls follow the shape of the dose curve; as a rule, active = well fitted curve in the direction sought with a large enough effect; inconclusive = small, poorly fitted or top-dose-only effect, or another doubt; inactive = no such curve, though single readings can be large; an effect the other way counts as inactive or inconclusive. A portion of the library; the hit share may differ from the screen's.

structure | NPSR antagonist | CBFb-RUNX1 inh | IMPase Li inh | Epigenetic reg | HTT aggregate | Lamin A splicing | KinaseGlo FLuc
O=C(O)/C=C/C(=O)NC1CCC(CC2CCC(NC(=O)/C=C/C(=O)O)CC2)CC1 (configuration not stated) | -21% | 10% | 5% | 3.8% | -13%[9.22 µM] | / | 2%
CC(CCn1cccn1)NC(=O)c1cc(COc2ccc(F)cc2F)on1 (configuration not stated) | -17% | -2% | 4% | 1.1% | 29%[9.22 µM] | / | -4%
Cc1ccnc(SCCn2c(N3CC(C)OC(C)C3)nc3c2c(=O)n(C)c(=O)n3C)n1 (configuration not stated) | 5% | 1% | 5% | 0.0% | 10% | 14%[46 µM] | -1%
Cc1cccc(N2CC(O)(c3cccs3)[N+]3=C2CCCC3)c1 (configuration not stated) | 13% | -5% | 5% | 4.1% | -18% | / | -4%
C/C(=N\OCC(=O)Nc1ccc(Br)cc1)c1cccs1 | 0% | 26% | -8% | 1.5% | 3% | ? | 2%
OCCN1CCN(CCOc2ccccc2-c2ccccc2)CC1 | 17% | -10% | -2% | -0.9% | ? | ? | 0%
O=c1cc(N2CCOCC2)[nH]c(=O)n1-c1ccc(Br)cc1 | 1%[46.1 µM] | 10% | 11%[38.3 µM] | 1.3% | 19% | -9% | 4%
CN(C(=O)CSc1nnc(-c2ccccc2)n1C)C1CCS(=O)(=O)C1 (configuration not stated) | 10% | 9% | -13% | -0.2% | -24% | / | 4%
CCOC(=O)Cc1c(C)[nH]c(=S)[nH]c1=O | -16%[46.1 µM] | 1% | -14%[38.3 µM] | 0.0% | -9% | 0% | -4%
OC(CNCCCN1CCCCC1)COc1ccccc1 (configuration not stated) | -3%[46.1 µM] | 3% | -17%[38.3 µM] | -1.1% | -2% | ? | -7%
Cc1ccc(N(CC(=O)N2CCN(C3CCCCC3)CC2)S(=O)(=O)c2cccnc2)cc1 | -12%[46.1 µM] | 14% | -16%[38.3 µM] | -1.7% | ? | 14% | -1%
COc1cc(OC)cc(C(=O)NNC(=O)c2ccccn2)c1 | 9% | -30% | 2% | -1.1% | 11µM* | ? | -2%
CCc1ccc(/C=N/NC(=S)NCCc2ccccc2)cc1 | -14%[46.1 µM] | -3% | 16%[38.3 µM] | 0.0% | -1% | ? | -2%
Cc1cccc2nc(-c3ccco3)c(Nc3ccc4c(c3)OCCO4)n12 | -33% | -23% | -4% | 2.2% | -4% | / | 3%
CC#CC[N+](C)(C)CCCCCCCCCCCC | -49% | 10% | 19% | 0.0% | ? | ? | 0%
COc1cccc(N2CCN(C(=O)C3C4C=CC5(CN(Cc6ccccc6Cl)C(=O)C35)O4)CC2)c1 (configuration not stated) | -8%[46.1 µM] | 4% | 21%[38.3 µM] | -0.9% | 13% | 10% | 4%
CC(C)CC(NC(N)=O)C(=O)NCCc1ccc(Cl)cc1Cl (configuration not stated) | -11% | 13% | -2% | 1.1% | -8% | / | 1%
CNc1[nH]ncc1[N+](=O)[O-] | 19% | 3% | -2% | 3.3% | -15% | 17%[46 µM] | -2%
O=C(CC1Sc2ncnn2C1=O)Nc1ccccc1 (configuration not stated) | -5%[46.1 µM] | -1% | -20%[38.3 µM] | 2.4% | 7%[9.22 µM] | -8% | 4%
COc1ccccc1N1CCN(c2ccc(Cl)nn2)CC1 | -5% | 2% | -2% | 0.0% | 31%[9.22 µM] | ? | 2%
CSC(=O)CC(=O)NC(=O)c1ccccc1 | -13%[46.1 µM] | 9% | 6%[38.3 µM] | -1.9% | 4% | 5% | 0%
CCn1c(SCC(=O)N2c3ccccc3CCc3ccccc32)nnc1-c1ccc(OC)cc1 | -51% | -2% | -8% | -1.0% | 9% | -3% | 8%
Cc1ccc(-n2nc(C)c(/C=N/n3c(C)n[nH]c3=S)c2Cl)cc1 | 1% | -8% | 3% | 1.3% | 19% | / | -4%
CC1CC(C)CN(CCCNC(=O)C2CCN(S(=O)(=O)N3CCCCC3)CC2)C1 (configuration not stated) | 4%[46.1 µM] | 2% | 7%[38.3 µM] | -0.9% | -2% | 6%[0.0737 µM] | -1%
CC(=O)c1ccc(N2CCN(C(=O)/C=C/c3ccc4ccccc4n3)CC2)cc1 | -8% | 0% | 12% | 1.3% | 1% | -18%[46 µM] | 1%
COc1cc(C2C(C#N)=C(N)OC3=C2C(=O)CC(C)(C)C3)c([N+](=O)[O-])cc1OC (configuration not stated) | -6%[46.1 µM] | -6% | 12%[38.3 µM] | 0.1% | 9% | -3% | 1%
CCc1ccc(/C=C/c2c[nH]c3ccccc23)[n+](CC)c1 | -42% | 3% | 13% | 19% | ? | ? | -1%
Cc1cc(C(=O)CSc2n[nH]c(N)n2)c(C)n1-c1cc(F)ccc1F | 10%[46.1 µM] | -9% | 13%[38.3 µM] | 0.0% | 4% | -13% | 5%
Cc1cc(C(=O)COC(=O)c2ccc3c(c2)OCO3)c(C)n1Cc1cccs1 | -19%[46.1 µM] | -18% | 10%[38.3 µM] | -2.1% | ? | 17% | 2%
CCOC(=O)C1=c2s/c(=C\c3ccncc3)c(=O)n2C(N)=C(C(=O)OC)C1c1ccncc1 (configuration not stated) | -32% | 11% | 11% | 1.1% | 30% | -25%[9.22 µM] | -1%
Cc1csc(NC(=O)C2CCN(C(=O)c3ccccc3C)CC2)n1 | 1% | 4% | 4% | -1.1% | -23% | / | 1%
CCN(CC)S(=O)(=O)c1cccc(NC(=O)COC(=O)c2cccs2)c1 | 2% | -3% | 7% | -0.4% | -2% | / | 1%
Cc1cccc(C(=O)N/N=C/c2ccncc2)c1 | -12%[46.1 µM] | 1% | -5%[38.3 µM] | -1.2% | -5% | 7% | -1%
COc1ccc2c(c1[N+](=O)[O-])CCC/C2=N/OC(=O)c1ccccc1SC | -27%[46.1 µM] | 1% | 4%[38.3 µM] | -1.2% | -2% | 9% | 6%
CN1C(=S)SC(N(O)C(=O)Nc2ccccc2)C1(C)C (configuration not stated) | -1%[46.1 µM] | 8% | 17%[38.3 µM] | -1.1% | -9% | -10% | -1%
O=C(OCc1nnc(-c2ccccc2)o1)c1ccc2c(c1)OCO2 | -10%[46.1 µM] | 12% | 5%[38.3 µM] | 0.0% | 15% | 9% | -3%
Nc1ncnc2c1nc(Cl)n2C1OC(CO)C(O)C1O (configuration not stated) | / | / | 6% | -0.8% | / | ? | -3%
CC1CCCN(C(=O)C2CCC(CNc3c(N4CCCCC4)c(=O)c3=O)CC2)C1 (configuration not stated) | 5% | 8% | / | 1.1% | 0%[9.22 µM] | / | /
Cc1ncc(C[n+]2csc(CCOC(=O)CC34CC5CC(CC(C5)C3)C4)c2C)c(N)n1 | 13% | 3% | 3% | 0.0% | 6% | -1% | -1%
COc1ccc(CCN2CC(C(=O)Nc3cccc(C(C)=O)c3)CC2=O)cc1OC (configuration not stated) | -3% | 6% | -8% | 1.5% | 0% | 3%[46 µM] | 0%

The final 2 entries of the part before lead into the next.
structure | NPSR antagonist | CBFb-RUNX1 inh | IMPase Li inh | Epigenetic reg | HTT aggregate | Lamin A splicing | KinaseGlo FLuc
Cc1ncc(C[n+]2csc(CCOC(=O)CC34CC5CC(CC(C5)C3)C4)c2C)c(N)n1 | 13% | 3% | 3% | 0.0% | 6% | -1% | -1%
COc1ccc(CCN2CC(C(=O)Nc3cccc(C(C)=O)c3)CC2=O)cc1OC (configuration not stated) | -3% | 6% | -8% | 1.5% | 0% | 3%[46 µM] | 0%
Cc1ccc(-c2nnc(N3CCN(C(=O)CSc4ncn[nH]4)CC3)c3ccccc23)cc1 | -16%[46.1 µM] | 5% | 30%[38.3 µM] | -0.8% | ? | 6% | 5%
CCOc1ccccc1OCC(=O)NNC(=S)NC1CCCCC1 | 1% | -1% | -4% | -5.1% | -4%[9.22 µM] | -16%[46 µM] | 5%
CCOc1ccc(N=C(NC#N)SC)cc1 | -4%[46.1 µM] | 12% | / | -6.6% | 4% | 0% | /
CCCn1c(SC(C(=O)Nc2cccc(OC)c2)c2ccccc2)nc2ccccc2c1=O (configuration not stated) | -16% | 1% | -7% | 2.2% | -1% | -8% | 2%
COC(=O)CCC(NC(=O)c1cc(C)oc1C)C(=O)OC (configuration not stated) | 12% | -1% | 4% | -1.0% | -3% | 7% | 0%
Cc1ccc(C(=O)OCC(=O)Nc2ccccc2Cl)c(O)c1 | -1% | 14% | / | -1.0% | -1%[9.22 µM] | / | /
O=C(CN1CCC(NC(=O)C2CCCCC2)CC1)NCc1ccco1 | 7% | -8% | 1% | -0.1% | 9% | -7%[46 µM] | 0%
CCCn1nnc(NC(=O)COc2cc(C)ccc2C(C)C)n1 | -20%[46.1 µM] | 16% | 23%[38.3 µM] | 0.9% | 1% | -9% | -2%
COc1ccc(C(=O)N2CC(=O)Nc3ccccc32)cc1S(=O)(=O)N1CCCC1 | 11% | -5% | 11% | -1.3% | 10% | 3%[46 µM] | 3%
COc1ccccc1OCCCCNCCO | -15%[46.1 µM] | 6% | 23%[38.3 µM] | -1.1% | -13% | -1% | -3%
CCOc1ccccc1C(=O)NCC(=O)OCC(=O)NCCc1ccc(S(N)(=O)=O)cc1 | -5%[46.1 µM] | -3% | -9%[38.3 µM] | 2.2% | ? | 2% | -2%
COc1ccc(C[C@H]2CN3C(=NC[C@@H]3Cc3ccccc3)N2CCNC(=O)c2ccc(C)c(Br)c2)cc1 | ? | -6% | -5% | -0.7% | -4%[9.22 µM] | / | /
COc1cccc(NC(=O)CNC(=O)c2ccc([N+](=O)[O-])cc2)c1 | 5% | 5% | / | -1.2% | 7%[9.22 µM] | / | /
Cc1ccc(CSc2nc3sc(C)c(C)c3c(=O)n2Cc2ccco2)cc1 | -12%[46.1 µM] | -6% | 2%[38.3 µM] | -1.1% | ? | ? | 3%
COc1ccc(N2CCN(C(=O)Cn3c(=O)[nH]c4ccccc4c3=O)CC2)cc1 | 0% | -6% | 7% | -5.1% | 4% | -2%[46 µM] | 2%
COc1cc(/C=N/NC(=O)c2ccccn2)cc2c1OCO2 | 9% | -5% | -5% | 0.0% | 11% | 1% | -8%
NC(=O)C1=C[C@@H](c2coc3ccccc3c2=O)C[C@@H](OCc2ccc(CO)cc2)O1 | 1% | -1% | -9% | -0.8% | 7%[9.22 µM] | / | /
CC(C)n1c(NCc2cccs2)nc2ccccc21 | -4%[46.1 µM] | 6% | 8%[38.3 µM] | -2.1% | -6% | 0% | 1%
Cc1ccc(N=Nc2c(=O)[nH]n3c(C)cc(C)nc23)cc1 | ? | -15% | -10%[38.3 µM] | 0.4% | -9% | -2% | -2%
O=C(NCCN1CCCCC1)c1c(O)c2ccccc2[nH]c1=O | -1%[46.1 µM] | 11% | -14%[38.3 µM] | -1.6% | -3% | ? | 6%
